CCHFV vOTU inh: blocks the CCHF virus ovarian tumor domain protease; 370,000 tested, 0.55% active; inhibition, % at 11.5 µM; AID 651958; CCHFV vOTU protease, Pep-AMC fluorescence; also: 0% = vehicle wells with enzyme and 100% = no enzyme wells
BoNT-A LC inh2: inhibitors of Botulinum neurotoxin A light chain protease; 360,000 tested, 0.17% active; multiplex microsphere protease substrate cleavage, flow cytometry; AID 588499; inhibition, % at 10 µM; in the data active = inhibition above about 30%; inconclusive = no clear call, values can overlap the other calls; also: plate controls were buffer without enzyme for full effect and enzyme alone for no effect
UGM FP inh: Mtb UDP-galactopyranose mutase inhibition; P9WIQ1; 320,000 tested, 0.06% active; inhibition, % at 10 µM; purified UGM, fluorescence polarization probe displacement; in the data active = inhibition above about 10%, passing the limit was not always enough; inconclusive = no clear call, values can overlap the other calls
Target sequence (P9WIQ1 whole entry, looked up): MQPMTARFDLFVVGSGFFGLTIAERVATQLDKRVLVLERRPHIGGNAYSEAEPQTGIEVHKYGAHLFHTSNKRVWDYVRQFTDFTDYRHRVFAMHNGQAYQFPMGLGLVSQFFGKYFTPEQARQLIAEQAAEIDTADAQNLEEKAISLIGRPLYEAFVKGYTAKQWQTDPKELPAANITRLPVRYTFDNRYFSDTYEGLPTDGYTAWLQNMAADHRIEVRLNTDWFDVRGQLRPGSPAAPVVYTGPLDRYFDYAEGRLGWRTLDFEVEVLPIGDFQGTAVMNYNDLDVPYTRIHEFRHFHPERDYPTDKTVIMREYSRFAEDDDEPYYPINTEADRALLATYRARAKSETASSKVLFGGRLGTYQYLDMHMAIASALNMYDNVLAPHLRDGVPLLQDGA
GDH-TPI inh: inhibits GDH-TPI coupling enzymes, artifact for Mtb FBA screen. GDH-TPI coupled enzyme counterscreen, NADH absorbance. 360,000 tested, 1.2% active. inhibition, % at 4.8 µM;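 also: 0% = DMSO wells and 100% = wells lacking the enzyme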
PrPC TRFRET: reduces human prion protein on the cell surface. cell surface PrPC, TR-FRET read-out. inhibition, % at 13.8 µM. 370,000 tested, 0.43% active. AID 720596; in the data active = inhibition above about 24%; also: 0% = median of the test wells and 100% = reference compound wells
BioA inh: inhibitors of Mycobacterium tuberculosis BioA enzyme. purified M. tuberculosis BioA enzyme, plate reader. inhibition, % at 9.99 µM. 360,000 tested, 0.096% active. AID 602481; in the data active = inhibition above about 40%; inconclusive = no clear call, values can overlap the other calls
FBA Mtb inh: Mtb fructose-bisphosphate aldolase inhibition; P9WQA3; purified M. tuberculosis FBA, fluorescence read-out; inhibition, % at 1 µM; 360,000 tested, 2.3% active; AID 588726; in the data active = inhibition above about 27%;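 also: 0% = vehicle and 100% = reference inhibitor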
Target sequence (P9WQA3 whole entry, looked up): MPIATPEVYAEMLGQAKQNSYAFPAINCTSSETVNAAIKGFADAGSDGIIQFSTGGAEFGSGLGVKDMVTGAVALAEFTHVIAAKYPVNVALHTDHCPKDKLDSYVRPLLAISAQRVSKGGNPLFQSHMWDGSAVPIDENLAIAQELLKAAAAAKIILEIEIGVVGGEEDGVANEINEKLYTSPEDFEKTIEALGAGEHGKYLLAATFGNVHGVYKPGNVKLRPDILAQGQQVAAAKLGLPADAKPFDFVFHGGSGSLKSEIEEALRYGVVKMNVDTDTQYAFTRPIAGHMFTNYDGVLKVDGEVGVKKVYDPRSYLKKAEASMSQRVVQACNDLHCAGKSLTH
FadD28 FP inh: M. tuberculosis FadD28 bisubstrate binding inhibition | FadD28 bisubstrate probe binding, fluorescence polarization | 360,000 tested, 0.22% active | AID 588549 | inhibition, % at 12.5 µM; in the data active = inhibition above about 8.5%, passing the limit was not always enough; inconclusive = no clear call, values can overlap the other calls
BoNT-F LC inh: blocks Botulinum neurotoxin F light chain protease; Multiplex microsphere protease cleavage assay, flow cytometry; inhibition, % at 10 µM; 360,000 tested, 0.22% active; AID 588497; in the data active = inhibition above about 35%, passing the limit was not always enough; inconclusive = no clear call, values can overlap the other calls; also: plate controls were buffer without enzyme for full effect and enzyme alone for no effect
Active calls of the source: *; ? = inconclusive; · = not tested or not shown. Rule as the data show it, unless noted: active = inhibition above about 30%; inactive = the rest.

#1 Cc1noc(C)c1CSc1nc2ccccc2n1CCc1ccccc1
#2 CN(C)c1ccc(/C=N/NC(=O)COc2ccccc2)cc1
#3 O=S(=O)(NCCc1ccccn1)c1cccs1
#4 CC1(C)NC(=O)N(CC(O)COc2ccccc2C(=O)N2CCCCC2)C1=O (configuration not stated)
#5 Cc1nonc1CN(C)C(=O)CC1C(=O)NCCN1Cc1cccc(C(F)(F)F)c1 (configuration not stated)
#6 CCc1cc(=O)oc2cc(OCC(=O)NCCCN3CCCC3=O)ccc12
#7 CC(C)[C@H](NC(=O)c1ccco1)C(=O)OCC(=O)c1ccc(Br)s1
#8 COc1ccccc1CNCC(O)(c1ccc(Cl)cc1)c1ccc(Cl)cc1
entry no.	1	2	3	4	5	6	7	8
CCHFV vOTU inh	10.0	-27.9	4.1	3.4	-9.4	-5.2	4.4	-5.6
BoNT-A LC inh2	2.5	-0.1	0.4	-0.1	0.2	2.2	-0.6	?
UGM FP inh	6.2	0.0	0.3	0.2	-1.6	-0.9	0.8	0.5
GDH-TPI inh	7.8	19.4	-1.2	-5.3	1.3	4.3	9.4	-0.6
PrPC TRFRET	13.1	12.7	-0.4	0.6	-2.0	-10.1	19.5	2.2
BioA inh	1.1	-0.6	-2.7	-1.3	0.7	-0.4	1.0	-3.2
FBA Mtb inh	-1.1	20.1	0.0	-0.3	-0.1	19.2	-0.5	-1.9
FadD28 FP inh	-4.4	-1.7	-3.1	-2.0	-0.4	-4.0	-4.5	-0.7
BoNT-F LC inh	2.4	-3.1	-0.9	-1.6	-0.7	-1.9	-2.1	-16.8

#9 CCCCOC(=O)C(C)Oc1ccc(=O)n(-c2ccccc2)n1 (configuration not stated)
#10 CCCN1C(=O)COc2ccc(C(=O)c3ccccc3C(=O)O)cc21
#11 CCC1(c2ccccc2)C(=O)N=C(N)N(C#N)C1=O (configuration not stated)
#12 O=C(Oc1ccc(F)cc1C(=O)/C=C/c1cccs1)c1cccc([N+](=O)[O-])c1
#13 O=C(CCc1ccccc1Cl)Nc1ccc(S(=O)(=O)N2CCOCC2)cc1
#14 CCOC(=O)c1ccccc1NC(=O)c1ccc(Cl)c(S(=O)(=O)N2CCOCC2)c1
#15 CCOC(=O)C1(Cc2cccc(OC)c2)CCN(Cc2cnc(SC)nc2)CC1
#16 Cc1ccc2c(c1)N(C(=O)CCC(=O)NCC(C)c1ccccc1)CC(C)O2 (configuration not stated)
entry no.	9	10	11	12	13	14	15	16
CCHFV vOTU inh	-1.1	15.3	-4.0	5.3	-8.6	-1.5	-7.8	-0.8
BoNT-A LC inh2	-0.7	-0.3	-0.1	0.8	-1.8	?	-0.6	-0.9
UGM FP inh	3.8	0.1	·	2.3	2.0	0.8	1.8	-0.2
GDH-TPI inh	11.5	1.3	-3.5	10.7	-15.8	-15.8	-0.6	2.4
PrPC TRFRET	2.2	5.9	3.7	-10.7	-6.7	-2.2	-1.5	-0.9
BioA inh	-0.6	·	·	-1.5	-0.1	-1.3	·	1.4
FBA Mtb inh	4.5	-1.3	0.9	-0.5	-0.6	3.2	0.3	-5.1
FadD28 FP inh	-2.3	0.1	-1.1	-0.8	-0.5	1.8	-4.0	-5.4
BoNT-F LC inh	4.1	5.7	-4.7	-5.1	-4.0	0.7	-6.8	-7.5

#17 CCOC(=O)c1c(C)c(C(=O)NC(C)COC)c(C)n1C (configuration not stated)
#18 CCOC(=O)c1c(NC(=O)CNC2CCCCC2)sc(C)c1C
#19 CCc1ccccc1NC(=O)CSc1nc(C)c(C)o1
#20 CCc1cc2c(=O)n(Cc3ccco3)c(SCC(=O)NC3CCS(=O)(=O)C3)nc2s1 (configuration not stated)
#21 Cc1ccc(CN2CCN(CC(=O)NC(C)c3ccc4c(c3)OCCO4)C2=O)cc1 (configuration not stated)
#22 CCN([C@H](CO)C(C)C)S(=O)(=O)c1ccccc1Br
#23 Cc1nn(C(C)C(=O)NCCCc2ccccc2)c(=O)c2nn(-c3ccccc3)c(C)c12 (configuration not stated)
#24 O=S(=O)(c1c(Cl)sc(Cl)c1Br)N1CCCC1
entry no.	17	18	19	20	21	22	23	24
CCHFV vOTU inh	4.0	11.4	-2.6	-10.2	8.2	12.9	-1.3	-7.2
BoNT-A LC inh2	?	-0.7	-1.0	-0.5	-0.5	0.1	0.8	1.3
UGM FP inh	-1.1	-0.1	3.4	-1.4	0.3	·	0.3	-2.3
GDH-TPI inh	4.7	1.2	-6.6	8.7	1.9	5.2	-6.3	-4.4
PrPC TRFRET	6.0	9.4	7.0	-19.5	0.2	3.5	3.7	15.8
BioA inh	·	·	3.4	·	-0.4	0.0	7.1	·
FBA Mtb inh	2.8	5.4	-3.0	-1.6	-2.4	-4.1	0.5	4.2
FadD28 FP inh	-0.4	-2.7	1.7	-2.7	-2.3	-3.5	-4.1	-1.6
BoNT-F LC inh	-4.8	-2.3	-5.6	-2.9	-1.4	-3.1	-5.5	?

Record cards, from the list above. Values in the order: CCHFV vOTU inh, BoNT-A LC inh2, UGM FP inh, GDH-TPI inh, PrPC TRFRET, BioA inh, FBA Mtb inh, FadD28 FP inh, BoNT-F LC inh
CCc1cc2c(=O)n(Cc3ccco3)c(SCC(=O)NC3CCS(=O)(=O)C3)nc2s1 (configuration not stated) as listed: -10.2, -0.5, -1.4, 8.7, -19.5, ·, -1.6, -2.7, -2.9
COc1ccccc1CNCC(O)(c1ccc(Cl)cc1)c1ccc(Cl)cc1 as listed: -5.6, ?, 0.5, -0.6, 2.2, -3.2, -1.9, -0.7, -16.8

(list continues)
#25 O=C1CC(c2ccc(Cl)cc2)CC(=O)C1CS(=O)(=O)c1ccccc1 (configuration not stated)
#26 CCn1c(SCC(=O)Nc2cc(OC)ccc2OC)nnc1C1CCCCC1
#27 CC(=O)C(C)Sc1nnc(-c2ccccc2F)n1C1CC1 (configuration not stated)
#28 COC(=O)Cc1c(C)nc2nc(NCc3ccc(Cl)cc3)[nH]n2c1=O
#29 CC(C)C[C@H]1COCCS(=O)(=O)N1Cc1cccc(C(F)(F)F)c1
#30 CCOc1ccc(-n2c(SCC(N)=O)nnc2-c2ccco2)cc1
#31 CCOC(=O)C1CCCN(c2c(NCCN3CCCCC3CC)c(=O)c2=O)C1 (configuration not stated)
#32 CCOC(=O)[C@@H]1CCN(Cc2ccccc2)C[C@H]1c1ccccc1
entry no.	25	26	27	28	29	30	31	32
CCHFV vOTU inh	4.6	-20.4	-1.3	-1.3	23.9	-8.2	-3.8	5.5
BoNT-A LC inh2	-1.0	0.1	-1.5	0.3	0.0	1.2	-0.9	-0.7
UGM FP inh	1.2	-4.0	2.9	1.6	2.5	0.9	-2.5	-1.0
GDH-TPI inh	-4.3	-2.8	-6.7	2.8	-5.2	5.6	-5.6	2.2
PrPC TRFRET	5.5	-0.1	-5.1	1.4	-3.2	4.2	-9.1	8.4
BioA inh	·	3.8	-1.8	8.1	3.8	-0.6	0.2	1.1
FBA Mtb inh	2.0	-2.7	2.5	2.5	-3.0	0.4	-1.5	-0.6
FadD28 FP inh	1.5	-4.6	-0.4	-2.9	-18.8	-2.0	-0.3	-0.6
BoNT-F LC inh	2.3	2.4	5.1	-4.5	5.5	15.3	-14.1	-19.0

#33 CC(=O)NCCn1c(SCC(=O)NCCc2ccc(S(N)(=O)=O)cc2)nc2ccccc2c1=O
#34 CCc1c(C)nc(N2CCN(c3cccc(OC)c3)CC2)[nH]c1=O
#35 O=c1[nH]ncn2cccc12
#36 CCCCN1C(=O)N(c2ccccc2Cl)C(C)(O)CC1(C)C (configuration not stated)
#37 CCC(=O)N1CCC1(C)C(=O)Nc1cccc(Oc2ccccc2)c1 (configuration not stated)
#38 COCC(C)NCc1cccc([N+](=O)[O-])c1 (configuration not stated)
#39 CCOc1ccc(/C=C2/C(=N)N3OC(C)=CC3=NC2=O)cc1OC
#40 CC1CCN(c2nc(Cl)nc(Nc3ccc([N+](=O)[O-])cc3)n2)CC1
entry no.	33	34	35	36	37	38	39	40
CCHFV vOTU inh	4.7	6.3	-4.9	19.5	4.2	6.9	17.8	11.1
BoNT-A LC inh2	-1.1	-1.7	-0.3	-5.2	0.1	0.5	-1.2	1.1
UGM FP inh	0.7	0.2	-0.9	-0.1	·	0.4	-4.8	-1.1
GDH-TPI inh	-5.3	4.1	1.2	17.2	0.9	4.8	0.9	0.3
PrPC TRFRET	-2.6	8.0	1.8	20.7	1.7	-3.4	5.8	6.8
BioA inh	·	-1.3	1.0	·	-0.3	-0.4	-0.5	·
FBA Mtb inh	-1.2	-1.8	3.0	1.5	-2.3	-3.8	-0.8	-3.4
FadD28 FP inh	-4.6	-4.2	-0.8	-1.7	0.0	-3.6	0.5	-5.6
BoNT-F LC inh	-2.4	21.2	-1.0	9.4	3.6	1.0	-6.6	2.3

#41 CNCc1ccccc1Sc1ccc(OC)cc1
#42 NC(=O)CSc1nnc2ccc(-c3ccco3)nn12
#43 COc1nccnc1NS(=O)(=O)c1ccc(NC(=S)NC(=O)/C=C/c2ccccc2)cc1
#44 C=C(CN(C)C)C(=O)c1ccc(C)cc1C
#45 COc1ccc(C(=O)COC(=O)c2ccccc2C(=O)N(C)c2ccccc2)c(OC)c1
#46 Cc1ccc(-c2nc(CS(=O)(=O)CC(=O)N3CCOCC3)c(C)o2)cc1
#47 CCC1(CC)C(C#N)C(=O)NC(=O)C1C#N (configuration not stated)
#48 COC(=O)C1=C(C)N(Cc2ccccc2)C(=S)N[C@H]1c1ccc(Br)cc1
entry no.	41	42	43	44	45	46	47	48
CCHFV vOTU inh	0.3	-9.8	9.3	-6.2	3.1	7.8	1.7	0.4
BoNT-A LC inh2	-0.1	-0.6	-1.3	0.9	2.8	-3.5	-0.7	0.0
UGM FP inh	·	-0.5	-3.0	·	0.7	0.3	·	-1.8
GDH-TPI inh	-4.8	16.0	24.4	0.9	10.4	0.4	0.9	3.1
PrPC TRFRET	1.2	9.9	-6.0	-5.0	-0.3	-7.1	2.4	9.4
BioA inh	-1.3	·	·	·	-1.2	·	-1.5	-2.4
FBA Mtb inh	6.2	18.2	0.8	-0.1	2.5	-2.0	-0.4	3.4
FadD28 FP inh	-3.8	-1.6	1.0	-3.8	-2.5	-2.3	0.1	-0.3
BoNT-F LC inh	-10.5	3.0	-28.8	-5.3	4.3	-6.6	-4.0	-0.2

#49 CC1(C)C(CC(=O)O)CC1C(=O)O (configuration not stated)
#50 CCOC(=O)C1CCN(C(=O)c2oc3ccc(S(=O)(=O)N4CCCCCC4)cc3c2C)CC1
#51 Cc1ccc2oc(C(=O)N(Cc3ccccc3)C3CCS(=O)(=O)C3)c(C)c2c1 (configuration not stated)
#52 CCCN(CCC)S(=O)(=O)c1ccc2c(c1)CCCN2C(C)=O
#53 Cc1ccc([C@@H]2CC=C(C(=O)O)[C@H](c3ccc(Cl)cc3)N2S(=O)(=O)c2ccc(C)cc2)cc1
#54 CCOC(=O)C(=NC1CCS(=O)(=O)C1)NNc1ccccc1Cl (configuration not stated)
entry no.	49	50	51	52	53	54
CCHFV vOTU inh	14.5	-3.6	16.7	3.9	23.1	2.4
BoNT-A LC inh2	-0.5	-0.2	5.9	-1.0	0.6	-2.0
UGM FP inh	·	0.3	·	-0.5	-0.4	2.1
GDH-TPI inh	5.1	-2.6	0.0	0.8	5.2	9.9
PrPC TRFRET	7.9	2.4	0.6	5.6	7.8	0.1
BioA inh	-0.5	-0.9	-0.4	0.9	3.3	-1.4
FBA Mtb inh	-1.0	-3.4	-1.4	-5.8	2.8	-5.3
FadD28 FP inh	-1.9	-0.7	-2.3	-2.5	-4.2	-2.6
BoNT-F LC inh	-5.1	-9.5	6.4	-5.9	-1.3	-5.6

Of the compounds above, these have an NH in an aromatic ring:
#28 COC(=O)Cc1c(C)nc2nc(NCc3ccc(Cl)cc3)[nH]n2c1=O
#34 CCc1c(C)nc(N2CCN(c3cccc(OC)c3)CC2)[nH]c1=O
#35 O=c1[nH]ncn2cccc12
entry no.	28	34	35
CCHFV vOTU inh	-1.3	6.3	-4.9
BoNT-A LC inh2	0.3	-1.7	-0.3
UGM FP inh	1.6	0.2	-0.9
GDH-TPI inh	2.8	4.1	1.2
PrPC TRFRET	1.4	8.0	1.8
BioA inh	8.1	-1.3	1.0
FBA Mtb inh	2.5	-1.8	3.0
FadD28 FP inh	-2.9	-4.2	-0.8
BoNT-F LC inh	-4.5	21.2	-1.0

Bioassay records (PubChem BioAssay)
